Assay outcomes as filed in PubChem BioAssay.
TrxR1 substrate: qHTS Assay for Substrates of Mammalian Selenoprotein Thioredoxin Reductase 1 (TrxR1): qHTS | Thioredoxin reductase 1, cytoplasmic (Rattus norvegicus), O89049 | purified TrxR1 substrate turnover, NADPH consumption readout | Potency, µM (series often up to 114 µM), inactives show at the top dose activity change, negative = substrate turnover | hit rate 0.01% among 390,000; further: potency means the concentration at half of the fitted maximal effect; on the % scale 0 is the no-effect control and ±100 the full control effect; nearly all actives have a fitted effect of over 50% in size
Target sequence (O89049 whole entry, looked up): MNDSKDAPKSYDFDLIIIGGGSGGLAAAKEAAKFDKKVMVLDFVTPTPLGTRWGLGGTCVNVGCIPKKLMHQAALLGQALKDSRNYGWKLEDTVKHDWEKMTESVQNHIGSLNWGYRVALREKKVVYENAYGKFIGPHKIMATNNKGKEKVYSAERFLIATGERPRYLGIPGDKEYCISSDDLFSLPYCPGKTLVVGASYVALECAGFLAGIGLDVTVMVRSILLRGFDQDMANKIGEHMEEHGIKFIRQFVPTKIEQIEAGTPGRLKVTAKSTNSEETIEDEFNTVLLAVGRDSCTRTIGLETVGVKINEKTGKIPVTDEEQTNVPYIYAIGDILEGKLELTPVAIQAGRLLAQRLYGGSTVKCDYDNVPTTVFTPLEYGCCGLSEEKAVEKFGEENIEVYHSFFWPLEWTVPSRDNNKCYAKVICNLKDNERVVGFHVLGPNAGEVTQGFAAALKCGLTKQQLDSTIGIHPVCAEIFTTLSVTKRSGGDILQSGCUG
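Rat TrxR1, dispensed at 90 nM, was prereduced with 400 uM NADPH (final) for 5 min at ~22 deg C, then incubated with compound 15 min before 400 uM selenite. A first-read NADPH fluorescence drop versus no-compound background flagged substrates.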
D2 antag: HTS Assay for Allosteric Antagonists of the Human D2 Dopamine Receptor: Primary Screen for Antagonists | D(2) dopamine receptor (Homo sapiens), P14416 | HEK293 TREx D2 cells, calcium flux, dopamine EC80 | inhibition, % at 10 µM | hit rate 2% among 340,000; in the data active means inhibition above about 30%; further: 0% is about no effect
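Overnight-induced (tetracycline, 30 C) HEK293 T-REx cells carrying force-coupled D2 receive a no-wash calcium dye, then compound, then EC80 dopamine at 180 s; signals are read kinetically throughout.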
USP1 inh: Inhibitors of USP1/UAF1: Primary Screen. Potency, µM (top dose mostly 57.1 µM), for the others: at the highest dose activity change, negative = inhibition, most hits filed as inhibitors. AID 743255, 2014. Ubiquitin carboxyl-terminal hydrolase 1 (Homo sapiens), O94782. recombinant USP1/UAF1, Ub-Rhodamine cleavage fluorescence. hit rate 0.23% among 390,000; further: potency means the concentration at half of the fitted maximal effect; on the % scale 0 is the no-effect control and ±100 the full control effect; nearly all actives have a fitted effect of over 60% in size; inactives centre near -12
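High-throughput fluorogenic screen: 1nM USP1/UAF1 complex, Ub-Rho substrate 150nM final, 50mM HEPES pH 7.8 with 0.5mM EDTA, 0.1 mg/ml BSA, 1mM TCEP and 0.01% Tween-20.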
TrxR1 inh: qHTS Assay for Inhibitors of Mammalian Selenoprotein Thioredoxin Reductase 1 (TrxR1): qHTS; Thioredoxin reductase 1, cytoplasmic (Rattus norvegicus), O89049; recombinant rTrxR1, NADPH fluorescence consumption, selenite substrate; Potency, µM (titrated, usually from 114 µM), for the others: top-dose activity change, negative = inhibition, most hits filed as inhibitors; hit rate 1% among 390,000; further: potency means the concentration at half of the fitted maximal effect; on the % scale 0 is the no-effect control and ±100 the full control effect; nearly all actives have a fitted effect of over 65% in size
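Rat TrxR1 (90 nM in the dispensed reagent) was pre-reduced with 400 uM NADPH for 5 min at room temperature, then incubated with compound for 15 min. After 400 uM selenite was added, NADPH fluorescence (Ex 340/Em 450 nm) was followed for 8 min.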
D2 ag: HTS Assay for Allosteric Agonists of the Human D2 Dopamine Receptor: Primary Screen for Agonists; hit rate 0.53% among 340,000; AID 485358, 2010; HEK293 T-REx D2 cells, calcium flux agonist mode; activation, % at 2 µM;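 active means activation over 3 SD above normal in the single-dose calcium agonist read, cut at about 30% in these data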; further: 0% is about no effect
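Agonism is scored from calcium flux in a force-coupled, inducible HEK293 cell line expressing D2, read kinetically for 180 s after compound addition against dopamine controls.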
TRHR ag: qHTS for Small Molecule Agonists and Allosteric Enhancers of Human TRH Receptor: Primary Screen for Agonists | Thyrotropin-releasing hormone receptor (Homo sapiens), P34981 | TRHR cells, calcium flux fluo-8, FDSS agonist mode | hit rate 0.18% among 360,000 | activation, % at 2 µM; in the data active means activation above about 30%; further: 0% is about no effect
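Fluo-8-loaded TRHR cells; 10 s baseline, compound added, kinetic Ca2+ fluorescence read 1/s, agonist mode.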
Pin1 inh: qHTS Assay to Find Inhibitors of Pin1 | Peptidyl-prolyl cis-trans isomerase NIMA-interacting 1 (Homo sapiens), Q13526 | Pin1 FP peptide displacement, HiFluor488, 10 min | Potency, µM (top dose mostly 115 µM), without a hit: top-dose activity, negative = inhibition, most hits filed as inhibitors | hit rate 0.009% among 390,000 | AID 504891, 2011; active means well fitted inhibition curve with a large enough effect in the polarisation, with a control signal flat, not every such curve was filed as active; inconclusive means small, poorly fitted or top-dose-only effect, or effect the other way, or a change in a side signal; inactive means no such curve, though single readings can be large or run the other way; the % refers to the polarisation; further: potency means the concentration at half of the fitted maximal effect; on the % scale 0 is the no-effect control and ±100 the full control effect
Target sequence (Q13526 whole entry, looked up): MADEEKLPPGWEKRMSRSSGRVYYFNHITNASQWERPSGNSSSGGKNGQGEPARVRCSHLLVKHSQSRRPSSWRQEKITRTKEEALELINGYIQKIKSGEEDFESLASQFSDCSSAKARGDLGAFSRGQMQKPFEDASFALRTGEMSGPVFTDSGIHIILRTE
TRHR enhancer: qHTS for Small Molecule Agonists and Allosteric Enhancers of Human TRH Receptor: Primary Screen for Enhancers; Thyrotropin-releasing hormone receptor (Homo sapiens), P34981; TRHR cells, fluo-8 calcium fluorescence, EC20 TRH enhancement; enhancement, % at 2 µM; hit rate 0.66% among 360,000; AID 493056, 2011; in the data active means enhancement above about 30%; further: 0% is about no effect
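Enhancer read-out: after compound pinning and an initial kinetic agonist-mode read, an EC20 of TRH (10 nM final) was injected and fluo-8 calcium signal (Ex 480/Em 530) followed at 1 s/cycle for 100 cycles in TRHR-expressing cells.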
mIDH1 inhibitor: qHTS for Inhibitors of mutant isocitrate dehydrogenase 1 (IDH1): qHTS; Isocitrate dehydrogenase [NADP] cytoplasmic (Homo sapiens), O75874; IDH1-R132H enzyme, NADPH consumption, diaphorase/resazurin fluorescence; hit rate 0.093% among 390,000; Potency, µM (top dose mostly 76.6 µM), without a hit: top-dose activity change, negative = inhibition, actives largely listed as inhibitors; further: potency means the concentration at half of the fitted maximal effect; on the % scale 0 is the no-effect control and ±100 the full control effect; nearly all actives have a fitted effect of over 65% in size
Target sequence (O75874 whole entry R132H, stated change not applied): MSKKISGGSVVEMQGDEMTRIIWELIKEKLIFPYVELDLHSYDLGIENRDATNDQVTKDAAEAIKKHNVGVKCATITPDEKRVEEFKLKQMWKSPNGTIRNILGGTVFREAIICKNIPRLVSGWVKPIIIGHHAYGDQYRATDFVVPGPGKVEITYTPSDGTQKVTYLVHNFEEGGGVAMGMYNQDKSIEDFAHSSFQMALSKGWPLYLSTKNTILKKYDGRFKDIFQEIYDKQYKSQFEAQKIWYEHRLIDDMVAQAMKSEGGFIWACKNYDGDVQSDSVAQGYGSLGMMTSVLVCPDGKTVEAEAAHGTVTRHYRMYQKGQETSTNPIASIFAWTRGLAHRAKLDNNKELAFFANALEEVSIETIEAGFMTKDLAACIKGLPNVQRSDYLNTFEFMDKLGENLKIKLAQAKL
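IDH1-R132H (0.5 ug/mL dispensed) in pH 7.5 Tris buffer was preincubated 30 min with compound, then given a substrate mix of 0.016 mM NADPH and 2 mM alpha-KG for 80 min at room temperature; remaining NADPH was read by diaphorase/resazurin fluorescence.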
* = called active by the depositor; ? = inconclusive; . = not tested or not shown; & = joins results of further samples; [ ] = dose if it differs, or a comment. Unless noted, the call rests on the fitted dose curve; in most records, active means well fitted inhibition curve with a large enough effect; inconclusive means small, poorly fitted or top-dose-only effect; inactive means no such curve, though single readings can be large or run the other way.

SMILES	TrxR1 substrate	D2 antag	USP1 inh	TrxR1 inh	D2 ag	TRHR ag	Pin1 inh	TRHR enhancer	mIDH1 inhibitor
O=C(Cn1c(=O)oc2cccnc21)Nc1ccc(C(F)(F)F)cc1	64%	7	-3%	17%[57.1 µM]	0.9	0.3	0%	-8	-8%
CCN(CC)S(=O)(=O)c1ccc2c(c1)N(CC(=O)NCC1CCCO1)C(=O)CO2 (configuration not stated)	-5%	-14	?	-1%	0.3	0.5	8%	13	-7%
CCc1cccc(N(C(=O)c2csnn2)C(C(=O)NC(C)(C)C)c2ccncc2)c1 (configuration not stated)	6%[57.1 µM]	-7	-6%	12%[57.1 µM]	0.7	0.7	3%	-2	2%
CCN(CC)CC(C)CNC(=O)CC(C(=O)N1CCc2ccccc21)n1ccnc1 (configuration not stated)	-4%	2	2%	12%[57.1 µM]	-1.4	-0.3	-10%	24	-2%
Cc1onc(-c2ccccc2)c1C(=O)N1CCN(S(=O)(=O)c2ccc3c(c2)OCCO3)CC1	1%	25	-10%	16%	0.3	-0.1	18%	-3	3%
O=C(COc1ccc(F)cc1)N/N=C/c1cccc2cccnc12	-20%	.	-27%	-13%	.	.	-1%	.	1%
CC(C)=CC(=O)OCC(=O)Nc1cccc([N+](=O)[O-])c1	-2%	12	-23%	-4%	0.1	0.1	-8%	-3	4%
COc1nc(OCC#N)nc(N2CCCCC2)n1	10%[57.1 µM]	6	-22%	24%[57.1 µM]	0.6	-0.2	1%	5	19%
CCOC(=O)CC1ON(C)C(=O)N1c1ccc([N+](=O)[O-])cc1 (configuration not stated)	5%[57.1 µM]	6	-17%	-1%[57.1 µM]	0.2	0.5	-8%	-1	5%
C#CCOCCOCCOCCNc1nc(N2CCN(C(=O)Cn3cc(CCCCN)nn3)CC2)nc(N2CCN(C(=O)Cn3cc(CCCN=C(N)N)nn3)CC2)n1	3%	-12	-19%	-3%	0.5	0.7	30%	3	-4%
CSc1c(C#N)c(N)c(C#N)c2c1COC(C)(C)C2	68%[activator]	-25	-8%	3%	0.0	-0.2	6%	-3	7%
Cc1ccc(N(C(=O)c2cc3ccccc3oc2=O)C2C=CS(=O)(=O)C2)cc1 (configuration not stated)	6%[57.1 µM]	24	0%	1%[57.1 µM]	-1.0	0.6	3%	10	4%
O=C(CSc1ccccc1)Nc1ccc(S(=O)(=O)NCC2CCCO2)cc1 (configuration not stated)	4%	-10	-14%	8%	0.3	0.1	-5%	7	-2%
CCCCCCCCCCCCCCCC(=O)OC(CC(=O)O)C[N+](C)(C)C (configuration not stated)	0%[57.1 µM]	-20	-24%	?	-0.5	0.1	-5%	-11	29%
CCOc1ccc(-n2c(C)cc(C(=O)NS(=O)(=O)c3ccc(C)cc3)c2C)cc1	1%	3	-22%	7%	-0.5	-0.1	-2%	-2	8%
O=C1C2C3C=CC(CC3)C2C(=O)N1/N=C/c1ccc(O)cc1 (configuration not stated)	-12%	.	-6%	7%	.	0.8	-1%	1	4%
CCOc1ccccc1NC(=O)C(Sc1ccccc1)c1ccccc1 (configuration not stated)	4%[57.1 µM]	-5	-6%	14%[57.1 µM]	0.7	0.4	1%	-5	4%
Cn1cnnc1SCc1ccc(C(=O)N/N=C(/CCC(=O)O)c2ccc(C(C)(C)C)cc2)cc1	-1%	.	-14%	11%[57.1 µM]	.	.	20%	.	0%
COc1ccc(-n2c(COc3ccccc3)nnc2SCc2ccc(C#N)cc2)cc1	1%	-5	-11%	4%	0.3	0.3	0%	-4	3%
CC(C)Nc1nc(NC(C)C)nc(SCCOC(=O)Nc2ccc(Cl)cc2Cl)n1	7%	7	-21%	21%	-0.8	0.0	3%	-1	-4%
CNC(=S)N(CCc1c(C)[nH]c2ccccc12)Cc1ccco1	-1%	-1	-14%	1%	-0.9	0.2	0%	15	2%
COc1ccccc1Cc1nc2ccccc2nc1SCC(=O)Nc1cc(Cl)ccc1OC	-3%[57.1 µM]	.	-24%	11%[57.1 µM]	1.3	0.2	-4%	1	-4%
COc1ccccc1N1C(=O)c2cccc3c(Cl)ccc(c23)C1=O	-6%	-7	-7%	13%[57.1 µM]	-0.3	1.0	27%	2	4%
COc1ccc2cc3c(N)nn(C(=O)c4cccc(F)c4)c3nc2c1	6%	17	-5%	23%	-0.4	-1.2	5%	-3	-10%
N#Cc1cnc2sc3ccccc3n2c1=N	16%	13	-21%	0%	-0.5	0.6	-7%	2	-5%
Cn1c(=O)c2[nH]c(N=NN3CCCCC3)nc2n(C)c1=O	-2%[2.29 µM]	.	-11%	-6%[57.1 µM]	.	.	-4%	.	5%
CCOC(=O)C1=C(C)N=c2s/c(=C\c3cccc(OCC(=O)O)c3)c(=O)n2C1c1ccccc1OC (configuration not stated)	-4%	.	-22%	-4%	.	0.6	-1%	-1	0%
O=C(CCl)Nc1c2c(nn1-c1ccccc1)CSC2	-3%	-9	-8%	13µM*	0.2	0.1	-7%	5	4%
Clc1ccc2c(N3CCOCC3)ccnc2c1	-12%	0	-12%	7%[57.1 µM]	0.6	0.5	-4%	-1	6%
Cc1cccc(C(=O)Nc2sc3c(c2C(=O)O)CCCC3)c1	-9%&-10%	-2	?	-3%&-8%	-0.1&-1.4	-1.1&-0.2	1%&-3%	8&-6	28%&48%
Cc1ccc(NC(=O)c2cccc(S(=O)(=O)N3CCCC3)c2)nc1	-4%	-49	-8%	4%	3.2	0.0	-6%	-1	-8%
CCSc1ncc(Cl)c(C(=O)N(Cc2ccc(N(C)C)cc2)C2CCS(=O)(=O)C2)n1 (configuration not stated)	-15%	-4	-2%	4%	-0.1	0.6	-4%	-10	3%
CCc1nc(NC(C)C)c2oc3ccccc3c2n1	-10%	-22	-17%	-12%	1.1	4.2	?	-5	8%
COc1ccc(-c2nnn(-c3cc(Cl)cc(Cl)c3)c2N)cc1	-5%	-10	-17%	8%	-0.4	-1.0	-5%	5	-2%
Fc1ccc(-c2nn3c(C4COc5ccccc5O4)nnc3s2)cc1 (configuration not stated)	-7%	17	-20%	-17%	-0.3	-0.2	-1%	-3	22%
C=CCn1c2ccccc2c2nnc(SCc3ccc4nonc4c3)nc21	6%[57.1 µM]	-9	-14%	-4%[57.1 µM]	1.4	-1.2	1%	-4	1%

Of the compounds above, two have a tert-butyl group:
SMILES	TrxR1 substrate	D2 antag	USP1 inh	TrxR1 inh	D2 ag	TRHR ag	Pin1 inh	TRHR enhancer	mIDH1 inhibitor
CCc1cccc(N(C(=O)c2csnn2)C(C(=O)NC(C)(C)C)c2ccncc2)c1 (configuration not stated)	6%[57.1 µM]	-7	-6%	12%[57.1 µM]	0.7	0.7	3%	-2	2%
Cn1cnnc1SCc1ccc(C(=O)N/N=C(/CCC(=O)O)c2ccc(C(C)(C)C)cc2)cc1	-1%	.	-14%	11%[57.1 µM]	.	.	20%	.	0%

(further entries)
SMILES	TrxR1 substrate	D2 antag	USP1 inh	TrxR1 inh	D2 ag	TRHR ag	Pin1 inh	TRHR enhancer	mIDH1 inhibitor
Cc1cccc(NC(=O)c2ccc(CNS(=O)(=O)c3ccc4c(c3)C(C)(C)C(=O)N4C)cc2)c1	-5%	.	-14%	11%	-0.3	0.5	?	1	1%
O=c1c(Cl)c(Cl)cnn1-c1ccccc1	5%	-7	0%	14µM*	-1.1	-1.1	-6%	-7	8%
Cc1cccc(Nc2nnc(SCC(=O)c3ccc(Br)s3)s2)c1C	15%[57.1 µM]	4	-15%	-17%[57.1 µM]	-0.6	0.0	43%[activator]	-6	-3%
COc1cccc(C2=NN(C(=O)c3ccccc3)C(O)(C(F)(F)F)C2)c1 (configuration not stated)	-7%	-1	?	-21%	0.7	1.0	39%[activator]	-2	5%
CCN(c1cccc(C)c1)S(=O)(=O)c1ccc2c(c1)CCN2C(C)=O	1%[57.1 µM]	2	-21%	-1%	-0.5	-1.3	-7%	-3	-10%
Cc1cnc(NC(=O)CN2CCN(c3ccccn3)CC2)s1	7%[11.4 µM]	-2	-14%	6%[57.1 µM]	0.3	-0.3	5%	9	-3%
Cc1ccc(CN2C(=O)CCC2C(=O)NCc2ccco2)cc1 (configuration not stated)	-7%[11.4 µM]	12	6%	-5%[11.4 µM]	-0.1	1.4	-1%	-2	1%
COc1ccc(-n2nc([N+](=O)[O-])c(=NCCc3cccc(C)c3)n2O)cc1	-10%	6	-8%	-3%	-0.5	-1.9	-1%	4	7%
NC(=O)C1(N2CCCCC2)CCN(C(=O)c2ccc(C#CC3(O)CCCCC3)cc2)CC1	-9%	2	-17%	4%[57.1 µM]	-0.7	-2.5	-3%	9	0%
Cc1ccc(S(=O)(=O)NCCCCCC(=O)Nc2ccccc2)cc1	9%	11	-8%	14%	-0.4	-0.4	2%	-3	-2%
COc1ccc(OC)c(NC(=O)c2cc(CN3CCCC3)on2)c1	-11%[57.1 µM]	.	-9%	-5%[57.1 µM]	0.1	0.0	1%	3	7%
COC(=O)c1sc(N)c(C(=O)OC)c1COC(=O)C12CC3CC(CC(O)(C3)C1)C2	0%	20	-22%	0%	-0.6	-1.4	17%	0	10%
COc1ccccc1CNC(=O)CCC(=O)N1Cc2cccc(OC)c2Oc2ncccc21	3%	14	-7%	9%	-2.9	-0.4	-10%	-3	1%

Not all compounds are listed. The share of hits here may be higher or lower than overall.
